From PubChem
inhibitors of VEEV – inhibitors of VEEV TC-83 cytopathic effect, confirmation, Vero cells (AID 588727). inhibition, % at 20 µM, or IC50 in µM where a hit was titrated. Vero cells, VEEV TC-83 cytopathic effect inhibition; higher % means a stronger effect. 350,000 compounds, 0.13% hits; in the data active = a potency from the dose series; inconclusive = inhibition mostly from about 14% at the one dose, without a potency; inactive = the rest, 99 in 100 with inhibition below about 12%; also: strong numbers were not always called active
M. tuberculosis – growth inhibition of non-replicating M. tuberculosis (AID 488890); Mycobacterium tuberculosis non-replicating, growth inhibition; higher % means a stronger effect; inhibition, % at 25 µM, or IC50 in µM where a hit was titrated; 320,000 compounds, 0.39% hits; in the data active = a potency from the dose series; inconclusive = inhibition mostly from about 82% at the one dose, without a potency; inactive = the rest, 99 in 100 with inhibition below about 76%;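 also: plate controls were DMSO cells for no effect and high antibiotic wells for full effect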
H1N1 NS1A inhibition – H1N1 influenza NS1A inhibitors, functional cell based assay (AID 504329); 340,000 compounds, 0.3% hits; inhibition, % at 12.5 µM, or IC50 in µM where a hit was titrated; NS1A functional cell-based assay, percent inhibition; higher % means a stronger effect; in the data active = a potency from the dose series; inconclusive = inhibition above about 27% without an active follow-up result; also: strong numbers were not always called active
H37Rv inhibition – M. tuberculosis growth inhibition, HTS (AID 449762); 330,000 compounds, 0.59% hits; M. tuberculosis H37Rv growth inhibition, 7H9 media; higher % means a stronger effect; inhibition, % at 25 µM; hits with a dose series show IC50 in µM; in the data active = a potency from the dose series; inconclusive = inhibition above about 70% without an active follow-up result;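 also: bacterial growth assessed after seven days of incubation; strong numbers were not always called active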
Salmonella PhoP GFP – PhoP regulon inhibitors, Salmonella typhi PhoP promoter GFP reporter, confirmatory (AID 1850) | inhibition, % at 50 µM, or IC50 in µM where a hit was titrated | Salmonella Typhi PhoP-promoter GFP reporter, fluorescence, 4 h; higher % means a stronger effect | 310,000 compounds, 0.33% hits; in the data active = a potency from the dose series; inconclusive = inhibition mostly from about 25% at the one dose, without a potency; inactive = the rest, 99 in 100 with inhibition below about 19%;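 also: 0% = induced wells with vehicle and 100% = uninduced wells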
inhibitors of VEEV 10K pilot screen – second read-out of inhibitors of VEEV, no call of its own (marks repeat the call); inhibition, %; measured here: 10K pilot screen inhibition
* = called active by the depositor; i = inactive; ? = inconclusive; nt = no result given.

SMILES	inhibitors of VEEV	M. tuberculosis	H1N1 NS1A inhibition	H37Rv inhibition	Salmonella PhoP GFP	others
CCN1CCN(CC(=O)Nc2ccc(OC(F)(F)F)cc2)CC1	0.1%	-11%	-3%	-1%	7%
COc1ccc(S(=O)(=O)Nc2cc3c(C(C)=O)c(C)oc3c3ccccc23)cc1	7.2%	16%	4%	-1%	-2%
CC(=O)NC(CC(=O)O)c1ccc([N+](=O)[O-])cc1 (configuration not stated)	i	4%	8%	1%	-24%
COc1ccc(OCCC(=O)Nc2cc3c(cc2C(=O)O)OCCCO3)cc1	0.8%	nt	-8%	nt	nt
COc1ccccc1CN1CCCCC1c1cccnc1 (configuration not stated)	0.5%	2%	-10%	-1%	5%
COc1ccc(-c2nc(CSCC(=O)N3CCN(C4CCCCC4)CC3)c(C)o2)cc1OC	0.2%	9%	-1%	-4%	0%
COC(=O)c1c(C)oc2ccc(OC(=O)c3cccs3)cc12	1.6%	?	5%	?	-1%
COc1cccc(N(C(=O)c2csnn2)C(C(=O)NC2CCCC2)c2ccccc2)c1 (configuration not stated)	0.9%	20%	-7%	2%	2%
O=C(COC(=O)COc1ccccc1)NCc1ccccc1	i	10%	-9%	5%	-9%
Cc1ccc(SCC(=O)OCC(=O)Nc2ccc3[nH]c(=O)[nH]c3c2)cc1C	i	6%	-1%	2%	0%
CCN1C(=S)SC(=O)C1=C1C=C(C)N(Cc2ccco2)C(C)=C1	5.5%	3%	5%	-2%	-12%
Cc1ccc(N(C)S(=O)(=O)c2cccc(C(=O)Nc3ccc(C)cn3)c2)cc1	7.9%	30%	10%	31%	-2%
CN1CCC(N(C)C(=O)c2cc(S(=O)(=O)N(C)c3ccccc3)ccc2Cl)CC1	1.5%	25%	-1%	3%	nt
CC(=O)NC1(c2ccccc2)CCN(C(=O)N2CCOCC2)CC1	0.3%	-12%	18%	-12%	-10%
C[C@@]12C(=O)Nc3cc(Cl)ccc3C(=O)N1[C@H]1c3cc(Br)ccc3OC[C@@H]1[C@@H]2c1ccccc1	i	60%	-4%	?	6%
O=C(Nc1ccc2c(c1)OCCO2)C1CCCN1S(=O)(=O)c1cccc2cccnc12 (configuration not stated)	3.9%	nt	-2%	3%	-12%
COc1ccc(CC(=O)Nc2ccc(-c3cn4ccc(C)cc4n3)cc2)cc1	5.6%	7%	3%	27%	0%
NC(=O)CC(NC(=O)Cc1ccc(Br)cc1)c1ccc(N2CCCCCCC2)c([N+](=O)[O-])c1 (configuration not stated)	5.4%	-28%	1%	-3%	-5%
COCCCNS(=O)(=O)c1ccc(SC)cc1	1.5%	-22%	0%	2%	-5%
O=P(Cc1cc[n+]([O-])cc1)(c1ccccc1)c1ccccc1	1.0%	-25%	6%	-6%	6%
Cc1ccc(-n2ncc3c(Nc4cccc(C(=O)O)c4)ncnc32)cc1	8.9%	8%	1%	8%	1%
O=C(O)C1C2C=CC(C2)C1C(=O)Nc1ccccc1Br (configuration not stated)	0.4%	-11%	-11%	-8%	-4%
COc1ccc(N=C2SC(CC(=O)Nc3ccccc3)C(=O)N2Cc2ccco2)cc1 (configuration not stated)	0.2%	7%	14%	16%	-6%
O=C(Nc1ccccc1O)c1cccc(S(=O)(=O)Nc2ccccc2O)c1	2.3%	8%	0%	3%	-2%
Cc1ccc(CNCCC2=CCCCC2)cc1	i	31%	4%	-7%	46µM*
CNc1ccc(C(=O)N2CCN(S(=O)(=O)c3ccc4c(c3)OCCCO4)CC2)cc1[N+](=O)[O-]	7.0%	3%	3%	-3%	-6%
CCC(C)Cn1cnc2c(SCc3ccccc3F)nc(N)nc21 (configuration not stated)	1.2%	nt	16%	nt	nt
CCOc1ccc(N2C(=O)CS/C2=C(\C(Cl)=C(Cl)Cl)[N+](=O)[O-])cc1	4.4%	10%	-9%	92%	-2%
COc1cccc(/C=C/C(=O)OCC(=O)NC(=O)NC2CCCCC2)c1	i	-20%	-19%	?	4%
O=C(COC(=O)CCNS(=O)(=O)c1ccccc1)NC1CC1	1.2%	-3%	-1%	-7%	nt
Cc1cc(C)nc(-n2nc(C)cc2NC(=O)C(C)C)n1	0.3%	17%	-7%	-1%	3%
O=C(COC(=O)c1ccccc1O)NNC(=O)c1ccc(Br)cc1	i	nt	7%	nt	nt
CCN1C(=O)[C@H]2[C@@H](c3ccc(OC)cc3)N3C(=O)CN(CCOC)C(=O)[C@@]3(Cc3ccccc3)[C@H]2C1=O	0.3%	-20%	-11%	-4%	2%
CCn1c(-c2cccn(Cc3ccccc3)c2=O)n[nH]c1=S	i	-4%	-16%	2%	2%
CCc1ccc(NC(=O)CC2C(=O)N(c3cccc(C)c3)C(=O)N2C2CC2)cc1 (configuration not stated)	1.1%	14%	5%	-9%	-6%
O=C1CSc2ccc(C(=O)NCc3ccccn3)cc2N1	0.6%	11%	2%	-4%	nt
Cc1sc2nc(SCc3nnc(-c4cccs4)o3)n(C3CCCC3)c(=O)c2c1C	6.4%	-2%	-1%	6%	-8%
NS(=O)(=O)c1ccc(CCNC(=O)NC23CC4CC(CC(C4)C2)C3)cc1	0.8%	3%	-10%	0%	-4%
COc1ccc(CC(=O)Nc2cc(S(=O)(=O)Nc3ccc(OC)cc3)ccc2OC)cc1	7.0%	13%	-2%	-5%	nt
O=C(OCC(=O)N1CCN(c2ccccc2)CC1)c1ccc(Cl)nc1	1.2%	60%	-6%	?	8%
COc1ccccc1/C=C/C(=O)NC(=S)N1CCOCC1	1.5%	-4%	-2%	-17%	-7%
CCn1c(C)cc(C)c(C#N)c1=O	0.7%	-2%	-9%	-5%	8%
OCCNCCSc1nc(C2CCCCC2)n(-c2ccccc2Cl)n1	i	26%	-3%	-3%	-3%
CN(C(=O)c1cc(Cl)c2c(c1)OCCO2)c1c(N)n(Cc2ccccc2)c(=O)[nH]c1=O	0.7%	nt	-1%	nt	nt
Cc1occc1C(=O)O/N=C(\N)c1ccccc1	i	7%	nt	3%	4%
O=C(NC1CCCC1)C1CCN(C(=O)NCc2ccccc2)CC1	0.0%	-4%	1%	-1%	2%
CNC(=O)Nc1cccc(-c2cc(-c3c(Cl)cccc3Cl)no2)c1	5.1%	20%	1%	15%	-22%
CC(C)OC(=O)CC1C(=O)NCCN1C(=S)NC(=O)c1ccc(F)cc1 (configuration not stated)	0.5%	8%	8%	12%	-4%
Cc1cc2c(c(=O)o1)C1(C(=O)N(C)c3ccccc31)C(C#N)=C(N)O2 (configuration not stated)	2.1%	3%	1%	-2%	-3%
Cc1ccc(C(=O)OCC(=O)Nc2ccc(Cl)cn2)cc1S(=O)(=O)N1CCOCC1	0.4%	nt	-4%	nt	nt
COc1ccc(C2c3[nH]c4ccccc4c3C[C@H]3C(=O)N(C4CCN(Cc5ccccc5)CC4)CC(=O)N23)c(OC)c1 (some centres not stated)	i	17%	4%	30%	-13%
COc1ccc(C(=O)N/N=C/c2ccc(N3CCOCC3)s2)cc1OC	2.7%	-18%	-9%	-6%	nt
O=C(c1c(F)cccc1F)N1CCC(n2nnc3cc(C(F)(F)F)ccc32)CC1	0.1%	15%	2%	3%	-3%
Cc1c(C(=O)O)sc2nc(CSc3nnc(-c4ccc(F)cc4)n3C)[nH]c(=O)c12	1.1%	1%	-7%	-4%	0%
Cc1nn(C)cc1C1C(C#N)=C(N)N(c2cccnc2)C2=C1C(=O)CCC2 (configuration not stated)	3.5%	11%	0%	3%	-8%
COc1cccc(CNC(=O)C23CN(Cc4ccccc4)CC2C(c2ccc([N+](=O)[O-])cc2)=NO3)c1 (configuration not stated)	11%	34%	13%	13%	0%
COc1ccc2[nH]c(=O)c(CN(Cc3cccnc3)S(=O)(=O)c3ccccc3F)cc2c1	9.8%	21%	-7%	-4%	1%
C=CCOc1ccc(C2N3CC4(C)CN2CC(CCC)(C3)C4=O)cc1 (configuration not stated)	0.9%	15%	1%	38%	1%	inhibitors of VEEV 10K pilot screen=0.6
O=C(NCCCn1ccnc1)c1ccccc1F	i	-6%	-2%	0%	-8%
COc1ccc(NC(=O)C2COc3ccccc3O2)cc1S(=O)(=O)N1CCOCC1 (configuration not stated)	8.9%	-1%	-1%	-9%	nt

Further records.
SMILES	inhibitors of VEEV	M. tuberculosis	H1N1 NS1A inhibition	H37Rv inhibition	Salmonella PhoP GFP	others
COc1ccc(F)cc1S(=O)(=O)NCC(=O)NCc1cc(=O)n(C)c(=O)n1C	i	1%	-1%	-3%	-2%
Cc1ccc(C(=O)N2CCC3(CC2)Oc2ccc(F)cc2C(=O)C32CC(c3cccnc3)=NO2)s1 (configuration not stated)	0.2%	39%	10%	12%	-4%
CC(=O)c1cc(NC(=O)c2ccc(C)cc2)c(=O)oc1/C=C/N(C)C	9.4%	80%	-1%	27%	-110%
CC(C)OC(=O)CSc1nnc(-c2ccc(O)cc2)n1Cc1ccccc1	3.8%	47%	2%	4%	4%
O=C(Nc1ccccc1)N1CCN(c2ccccc2)CC1	1.2%	nt	2%	nt	nt
Cc1nc(CNC(=O)c2cc(COc3ccc(F)cc3Cl)on2)cs1	i	1%	-11%	0%	6%
CCn1c(CNc2nc(-c3ccccc3)cs2)nnc1SCC(=O)NCc1ccccc1	6.4%	16%	3%	-7%	-2%
CC1=C(C(=O)OCc2ccccc2)C(c2ccc(Cl)cc2)NC(=O)N1CCCC(=O)O (configuration not stated)	nt	-7%	nt	-2%	4%
COc1ccc(F)cc1COc1nc(C)nc2ccccc12	3.0%	32%	-11%	7%	-23%
CCC(C)NC(=S)Nc1ccc(C(=O)OC)cc1 (configuration not stated)	1.0%	?	7%	-4%	0%
CC(C)Cc1cc(C(=O)O)n[nH]1	0.8%	-14%	-2%	0%	-7%
COc1ccc(S(=O)(=O)NCC2CCCN(Cc3ccc(OC)cc3F)C2)cc1 (configuration not stated)	i	6%	1%	5%	3%
Cc1cccc(C(=O)N2CCCC(N3CCN(c4ccccc4)CC3)C2)n1 (configuration not stated)	1.0%	-10%	-1%	5%	9%
CC(C)[C@H](NC(=O)Nc1cccc(Br)c1)C(=O)O	0.4%	0%	11%	8%	11%
COc1ccc(N2CCN(C(=O)CCCn3c(=S)[nH]c4cc5c(cc4c3=O)OCO5)CC2)cc1	2.9%	4%	0%	1%	-17%

Of the compounds above, three contain a cyano group.
SMILES	inhibitors of VEEV	M. tuberculosis	H1N1 NS1A inhibition	H37Rv inhibition	Salmonella PhoP GFP	others
CCn1c(C)cc(C)c(C#N)c1=O	0.7%	-2%	-9%	-5%	8%
Cc1cc2c(c(=O)o1)C1(C(=O)N(C)c3ccccc31)C(C#N)=C(N)O2 (configuration not stated)	2.1%	3%	1%	-2%	-3%
Cc1nn(C)cc1C1C(C#N)=C(N)N(c2cccnc2)C2=C1C(=O)CCC2 (configuration not stated)	3.5%	11%	0%	3%	-8%

More structures follow:
SMILES	inhibitors of VEEV	M. tuberculosis	H1N1 NS1A inhibition	H37Rv inhibition	Salmonella PhoP GFP	others
COc1ccc(C(=O)NN2CCCCC2)cc1OC	0.7%	3%	2%	0%	3%
CC(C)(C)c1ccc(C(=O)NC(=S)N2CCOCC2)cc1	0.8%	?	-8%	?	-8%
O=C(Nc1ccccc1N1CCOCC1)c1cccc(S(=O)(=O)Nc2ccccc2F)c1	0.4%	-1%	-7%	-7%	nt
CS(=O)(=O)N(CC(=O)N1CCN(Cc2ccc3c(c2)OCO3)CC1)C1CCCCC1	0.1%	-10%	7%	-10%	10%
COC(=O)c1ccccc1NC(=O)CN1CCc2ccccc2C1	0.9%	79%	-5%	11%	-4%
Cc1nn(-c2cccc(Cl)c2)c2nc(-c3ccco3)cc(C(=O)O)c12	0.3%	29%	-2%	6%	4%
COc1cccc(NC(=O)C2C3C=CC4(O3)C2C(=O)N(CCCN2CCCCC2)C4C(=O)NC2CCCCC2)c1 (configuration not stated)	i	13%	5%	-6%	8%
O=C(NCCCC(NC(=O)OCc1ccccc1)C(=O)O)OCc1ccccc1 (configuration not stated)	2.6%	9%	-11%	-10%	0%

4 compounds out of the list, arranged by length of the SMILES, low to high:
SMILES	inhibitors of VEEV	M. tuberculosis	H1N1 NS1A inhibition	H37Rv inhibition	Salmonella PhoP GFP	others
COc1ccc(C(=O)NN2CCCCC2)cc1OC	0.7%	3%	2%	0%	3%
COC(=O)c1ccccc1NC(=O)CN1CCc2ccccc2C1	0.9%	79%	-5%	11%	-4%
O=C(Nc1ccccc1N1CCOCC1)c1cccc(S(=O)(=O)Nc2ccccc2F)c1	0.4%	-1%	-7%	-7%	nt
COc1cccc(NC(=O)C2C3C=CC4(O3)C2C(=O)N(CCCN2CCCCC2)C4C(=O)NC2CCCCC2)c1 (configuration not stated)	i	13%	5%	-6%	8%
